# TRPML3 ag: agonists of human TRPML3 channel; Q8TDD5; HEK293 TRPML3-YFP, Fluo-8 calcium fluorescence; 100% = the carbachol control signal; activation, % at 3 µM; actives 0.29% (n = 220,000); AID 1448;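 active means activation above its plate's cutoff, the mean activation of the plate's test wells plus 3 SD, cut at about 12% in these data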;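 further: 0% = DMSO only wells and 100% = carbachol wells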
#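 Test system – HEK293 line with stable expression of human TRPML3-YFP channel · Control set – carbachol 87 µM final as high control (100%), DMSO as low control (0%) · Signal – Fluo-8 calcium dye fluorescence, ex 470-495, em 515-575 nm · Incubation – 1-h 37 °C dye load, 5-s basal, 120-s post-compound reads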
# Ba/F3 V617F tox: loss of viability in JAK2V617F-driven Ba/F3 cells. Ba/F3 EpoR-JAK2V617F viability, ATP luminescence. inhibition, % at 5.6 µM. actives 1.1% (n = 220,000);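 active means inhibition above the campaign mean plus 3 SD over all tested compounds, cut at about 24% in these data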;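 further: cytokine-independent growth of Ba/F3 cells driven by EpoR plus mutant JAK2; 0% = DMSO-treated cells and 100% = JAK inhibitor I control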
# m-calpain inh: inhibitors of pig calpain II; actives 0.37% (n = 220,000); inhibition, % at 16 µM; purified calpain II, fluorogenic peptide substrate, 30 min; AID 1236;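 active means inhibition above about 50%, limit read from the data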
# BaF3 tox: counter-screen for JAK2V617F inhibitors: parental Ba/F3 viability inhibitors; CellTiter-Glo ATP luminescence; inhibition, % at 5.6 µM; actives 1.1% (n = 220,000); AID 1486;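 active means inhibition above a per-campaign cutoff, the mean inhibition of all tested compounds plus 3 SD, cut at about 27% in these data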;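 further: 0% = DMSO wells and 100% = JAK Inhibitor I control wells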
# S1P4 ag: human S1P4 receptor agonism | S1P4-expressing cell line, agonist reporter assay | AID 1509 | actives 0.35% (n = 220,000) | activation, % at 4.98 µM; in the data active means activation above about 11%;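 further: 0% = DMSO vehicle and 100% = reference agonist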
# PERK inhibitor: blocks human PERK kinase; Q9NZJ5; CHO PERK-DD fusion, SEAP luminescence translation reporter; inhibition, % at 5.6 µM; actives 0.17% (n = 220,000);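 active means inhibition above the mean inhibition of all tested compounds plus 3 SD, set separately per screening campaign, cut at about 2.9% in these data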;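 further: PERK kinase domain activated by AP20187 dimerizer at 100 nM; 0% = DMSO with dimerizer and 100% = rapamycin at 8.4 µM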
# Target sequence (Q9NZJ5 whole entry, looked up, the tested form may be a part): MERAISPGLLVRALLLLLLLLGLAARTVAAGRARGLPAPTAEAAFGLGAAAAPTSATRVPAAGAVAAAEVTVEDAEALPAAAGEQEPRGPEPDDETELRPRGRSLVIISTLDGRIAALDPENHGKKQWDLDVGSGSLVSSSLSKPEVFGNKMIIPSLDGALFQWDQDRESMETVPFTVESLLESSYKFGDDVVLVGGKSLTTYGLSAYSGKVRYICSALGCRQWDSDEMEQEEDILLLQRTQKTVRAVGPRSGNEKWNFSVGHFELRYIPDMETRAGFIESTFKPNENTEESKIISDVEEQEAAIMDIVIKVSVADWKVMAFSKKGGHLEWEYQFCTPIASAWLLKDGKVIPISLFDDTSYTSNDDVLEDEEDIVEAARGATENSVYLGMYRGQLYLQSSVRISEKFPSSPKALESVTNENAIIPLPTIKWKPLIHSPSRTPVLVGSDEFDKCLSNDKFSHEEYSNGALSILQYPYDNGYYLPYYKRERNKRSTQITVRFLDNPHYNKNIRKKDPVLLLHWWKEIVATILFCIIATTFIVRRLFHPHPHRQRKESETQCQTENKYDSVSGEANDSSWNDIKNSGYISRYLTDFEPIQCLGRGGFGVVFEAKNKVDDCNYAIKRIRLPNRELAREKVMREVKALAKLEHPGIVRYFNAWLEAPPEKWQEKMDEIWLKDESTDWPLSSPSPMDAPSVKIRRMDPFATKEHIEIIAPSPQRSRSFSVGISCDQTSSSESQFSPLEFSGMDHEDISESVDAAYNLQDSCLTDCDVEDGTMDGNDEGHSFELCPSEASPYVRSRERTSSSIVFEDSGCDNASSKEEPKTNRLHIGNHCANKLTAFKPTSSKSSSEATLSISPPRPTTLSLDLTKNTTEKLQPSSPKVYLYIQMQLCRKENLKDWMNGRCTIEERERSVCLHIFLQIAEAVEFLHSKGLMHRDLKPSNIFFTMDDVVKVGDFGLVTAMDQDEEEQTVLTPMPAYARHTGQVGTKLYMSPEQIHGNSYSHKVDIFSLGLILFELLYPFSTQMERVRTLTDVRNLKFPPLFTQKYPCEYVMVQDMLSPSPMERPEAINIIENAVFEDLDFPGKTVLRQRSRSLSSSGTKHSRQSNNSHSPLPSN
# EP2 modulator: modulates human prostaglandin E2 receptor EP2 signaling. P43116. EP2-expressing cells, cAMP HTRF FRET, PGE2 co-stimulation. induction, % at 25 µM. actives 0.83% (n = 260,000). AID 940;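 active means compounds whose cAMP rise, as percent of the full-agonist control response, exceeds 60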;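 further: rat C6 glioma line stably carrying human EP2 under a CMV promoter; the protocol text gives 20 µM as final concentration; 100% = response of wells given 1 µM PGE2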
# TRPN1 ag: agonists of zebrafish TRPN1 channel; actives 0.18% (n = 220,000); activation, % at 3 µM; HEK293 zebrafish TRPN1-YFP, Fluo-8 calcium fluorescence; 100% = response to 87 µM carbachol;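 active means activation above its plate's cutoff, the mean activation of test wells on that plate plus 3 SD, cut at about 19% in these data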;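 further: 0% = DMSO alone and 100% = 87 µM carbachol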
#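 Material: zebrafish TRPN1-YFP in HEK293 cells. Doses: one dose of 3 µM, 0.3% DMSO. Incubation: dye 1 h 37 °C plus 30 min RT. Measured by: intracellular calcium fluorescence with Fluo-8.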
# S1P4 antag: antagonists of human S1P4 receptor; actives 0.26% (n = 220,000); AID 1510; S1P4-expressing cells, antagonist mode, reporter read-out; inhibition, % at 4.98 µM; O95977; in the data active means inhibition above about 29%;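 further: 0% = wells stimulated with agonist and 100% = vehicle wells without agonist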
# * hit, by the source's call; i = inactive; . = no result given; & = joins results of further samples.
[1] COc1ccc(CNc2nc(-c3cccnc3)nn2C(C)=O)cc1
[2] CC(C)Oc1ccc(C2c3c(oc4ccccc4c3=O)C(=O)N2CCCN2CCOCC2)cc1 (centres undefined)
[3] CN(Cc1ccccc1)S(=O)(=O)c1ccc(S(=O)(=O)N(Cc2ccc(F)cc2)C2CCCC2)cc1
[4] CCOCCCNC(=O)C(NC(=O)Cc1cccs1)c1ccc(Cl)cc1 (centres undefined)
[5] O=C1CC(SCc2nc3ccccc3[nH]2)C(=O)N1c1cccc(Cl)c1 (centres undefined)
[6] O=C1C2C(C(=O)N1CCN1CCN(Cc3ccc([N+](=O)[O-])cc3)CC1)[C@H]1C=C[C@@H]2C1 (some centres undefined)
[7] CCOc1ccccc1N(C)C(=O)c1cc2c(=O)n(CC)c3ccccc3c2s1
[8] CN(C)CCN(Cc1cc2cc3c(cc2[nH]c1=O)OCO3)C(=S)NCC1CCCO1 (centres undefined)
Screen / compound no.	1	2	3	4	5	6	7	8
TRPML3 ag	1.1	-0.5	0.6	0.8	0.1	1.5	-1.3	1.0
Ba/F3 V617F tox	-2	-3	-1	2	3	3	2	3
m-calpain inh	-15	-31	-15	-16	-36	-5	19	-215
BaF3 tox	4	-1	3	6	4	3	-1	5
S1P4 ag	0.5	-0.2	1.8	1.5	0.3	-0.8	-2.0	0.3
PERK inhibitor	1.0	-1.8	0.1	0.1	-0.4	-1.0	-2.2	0.9
EP2 modulator	13	32	21	-19	11	-4	28	-18&19
TRPN1 ag	0.0	-0.1	-0.8	1.2	-0.3	1.8	-0.8	2.1
S1P4 antag	5	-10	5	-3	-15	9	-12	0

[9] O=C(NCC(=O)N(Cc1ccco1)C(C(=O)NC1CCCC1)c1cccnc1)c1cccs1 (centres undefined)
[10] Cc1[nH]n(-c2ccccc2)c(=O)c1-c1cccc(Cl)c1
[11] O=C(CN1CCCCC1)NNc1nc(-c2ccccc2)c2cc(Br)ccc2n1
[12] CCc1ccc2[nH]c(=O)c(CN(CCCN3CCOCC3)C(=O)Nc3cccc(Cl)c3)cc2c1
[13] O=C(NCc1ccncc1)c1ccc(N2CCCC2)c([N+](=O)[O-])c1
[14] COc1ccc(CNc2oc(COc3ccccc3Cl)nc2C#N)cc1
[15] Cc1ccc(S(=O)(=O)N(C)CCCC(=O)NC(C)(C)CO)cc1
[16] CSc1ncccc1C(=O)OCC(=O)NC1CCS(=O)(=O)C1 (centres undefined)
Screen / compound no.	9	10	11	12	13	14	15	16
TRPML3 ag	0.2	-0.7	1.1	0.8	2.2	-0.4	0.9	0.3
Ba/F3 V617F tox	-1	0	-3	4	-2	-2	-1	-3
m-calpain inh	17	-7	5	-49	-24	-15	-8	-2
BaF3 tox	2	3	-1	4	8	-2	8	-3
S1P4 ag	2.4	-1.1	0.1	0.3	1.3	-2.2	-1.4	-3.2
PERK inhibitor	0.6	0.0	0.2	-1.7	-0.3	-0.7	1.1	0.7
EP2 modulator	6	-20	-11	-1&-13	-44	-65	-4	23
TRPN1 ag	0.2	0.2	0.9	2.6	2.9	-2.7	-0.2	0.4
S1P4 antag	-5	-4	3	-10	-7	11	-7	10

# Next part, overlapping the part above by four compounds.
[13] O=C(NCc1ccncc1)c1ccc(N2CCCC2)c([N+](=O)[O-])c1
[14] COc1ccc(CNc2oc(COc3ccccc3Cl)nc2C#N)cc1
[15] Cc1ccc(S(=O)(=O)N(C)CCCC(=O)NC(C)(C)CO)cc1
[16] CSc1ncccc1C(=O)OCC(=O)NC1CCS(=O)(=O)C1 (centres undefined)
[17] COc1ccc(Nc2nc(-c3c[nH]c4ccccc34)cs2)cc1
[18] CCOCCCNC(=S)NC1CC2CCC(C1)N2Cc1ccccc1 (centres undefined)
[19] Cc1cccc(OCC(=O)Nc2ccc3c4c(cccc24)CC3)c1C
[20] CCOc1ccccc1N(C(=O)Nc1ccc(Cl)cc1)C1=NC(C)CS1 (centres undefined)
[21] CCC(CC)C(=O)Nc1cc(C(=O)OC)ccc1C(=O)OC
[22] CCOc1ccc(NC(=O)CCNS(=O)(=O)c2cccs2)cc1
[23] Cc1cc(=O)oc2c3c4c(cc12)OCCN4CCC3
[24] O=C(Nc1ccc(NC(=O)C2CCCCC2)nc1)c1cccs1
Screen / compound no.	13	14	15	16	17	18	19	20	21	22	23	24
TRPML3 ag	2.2	-0.4	0.9	0.3	0.3	1.3	1.5	0.9	-0.1	0.4	0.1	1.0
Ba/F3 V617F tox	-2	-2	-1	-3	4	0	-1	-4	1	-2	-2	-2
m-calpain inh	-24	-15	-8	-2	23	19	18	4	-5	21	i	9
BaF3 tox	8	-2	8	-3	7	13	4	2	6	5	1	9
S1P4 ag	1.3	-2.2	-1.4	-3.2	-0.2	0.5	0.6	-0.5	-1.3	-5.4	-0.2	0.5
PERK inhibitor	-0.3	-0.7	1.1	0.7	0.2	-0.7	0.8	0.1	-1.1	-0.5	0.4	0.4
EP2 modulator	-44	-65	-4	23	-52	-5	25	50	21	8	-13&9	-32&-45
TRPN1 ag	2.9	-2.7	-0.2	0.4	0.2	1.2	1.0	-0.4	-0.5	-1.4	-0.8	2.9
S1P4 antag	-7	11	-7	10	-5	12	-5	-14	-6	-12	-20	8

[25] CCc1cccc(C)c1NC(=O)CN(C)Cc1ccccc1F
[26] COCCNC(=O)C(c1ccncc1)N(C(=O)c1sc(C)nc1C)c1cccc(C)c1 (centres undefined)
[27] CCc1ccc2c(c1)C(C)=CC(C)(C)N2
[28] COc1ccc(Br)cc1CN1CCCC(C(=O)N2CCCCC2)C1 (centres undefined)
[29] Cc1cc(/C=C2/SC(=S)N(c3ccc([N+](=O)[O-])cc3)C2=O)c(C)n1-c1cccnc1
[30] CC(C)C12CN3CC(C(C)C)(CN(C1)C31C(=O)Nc3ccccc31)C2=O (centres undefined)
[31] COc1ccc(-c2c(C#N)c(SCc3c(C)noc3C)nc3c2C(=O)CC(C)(C)C3)cc1
[32] N#C/C(=C(/O)c1ccc(Cl)c([N+](=O)[O-])c1)c1nc2ccccc2[nH]1
Screen / compound no.	25	26	27	28	29	30	31	32
TRPML3 ag	-0.6	0.1	-0.1	0.6	1.2	4.0	0.8	2.8
Ba/F3 V617F tox	0	0	-3	-2	-2	1	2	-3
m-calpain inh	5	-13	-38	2	-37	4	-67	-28
BaF3 tox	9	5	4	1	1	1	3	2
S1P4 ag	0.6	0.5	0.7	-0.3	1.1	-3.4	1.2	-0.8
PERK inhibitor	-0.3	0.1	1.6	-0.8	0.9	-1.1	-0.5	1.4
EP2 modulator	6	0&11	11	-2	-27	9	38	-30
TRPN1 ag	-2.1	0.8	0.1	-1.2	0.0	0.9	-0.4	9.8
S1P4 antag	-7	12	10	-4	9	5	-4	19

[33] O=C1CCC(=O)N1CC1CC2CCC1C2 (centres undefined)
[34] O=C(C1=C[C@@H](c2coc3ccccc3c2=O)C[C@@H](OCc2ccc(CO)cc2)O1)N1CCCCCCC1
[35] COCc1cc(C)nc(SCC(=O)Nc2cccc(C)c2C)c1C#N
[36] CC1CC(C)CN(C(=O)CSCC(=O)Nc2nc(-c3cccs3)cs2)C1 (centres undefined)
[37] Cc1ccc(-n2c(COc3c(C)cccc3C)nnc2SCC(=O)Nc2nccs2)cc1
[38] O=[N+]([O-])c1ccc(N/N=C2/CCCCC2c2ccccn2)cc1 (centres undefined)
[39] Cc1nc2ccccc2n1S(=O)(=O)N(C)C
[40] Nc1nonc1C(=O)NC(c1ccccc1)c1ccccc1
Screen / compound no.	33	34	35	36	37	38	39	40
TRPML3 ag	0.9	-0.5	0.2	1.1	0.3	0.1	2.4	-1.1
Ba/F3 V617F tox	-1	1	-1	5	-4	2	-3	0
m-calpain inh	7	1	-19	-11	24	23	-6	1
BaF3 tox	-2	-4	-2	7	0	6	-2	5
S1P4 ag	-0.5	-1.5	1.7	-1.2	2.1	-1.7	1.1	-0.5
PERK inhibitor	2.6	1.1	-0.2	0.4	0.6	0.9	0.5	-0.3
EP2 modulator	-3	5	-8	-5	31	9	11	44
TRPN1 ag	1.2	0.3	0.4	4.5	-0.7	0.8	-0.6	-1.4
S1P4 antag	10	-13	-4	-13	-14	3	0	-3

[41] CC1(c2ccccc2)CC(C)(C)N2C(=O)C3(C(C#N)=C(N)Oc4cc(O)ccc43)c3cccc1c32 (centres undefined)
[42] CNC(=S)N/N=C/c1cn(Cc2ccc(F)cc2)c2ccccc12
[43] COc1ccc(CC(=O)NCC(=O)N/N=C/c2ccco2)cc1
[44] CCOC(=O)C1CCCCN1Cc1cccc(C(F)(F)F)c1 (centres undefined)
[45] Cc1ccc2nc3sc(-c4nnc(-c5ccccc5[N+](=O)[O-])o4)c(N)c3cc2c1
[46] C=C(C)CSc1nnc2[nH]c(=O)cc(N)n12
[47] O=C1NC(c2ccccc2)=C(c2nc3ccccc3s2)C(c2ccccc2)N1 (centres undefined)
[48] CSc1ccc(S(=O)(=O)NC2CCCCC2)cc1
Screen / compound no.	41	42	43	44	45	46	47	48
TRPML3 ag	-0.3	-0.6	0.1	0.8	-0.5	-0.4	0.0	1.9
Ba/F3 V617F tox	2	-1	0	-1	5	-4	2	-2
m-calpain inh	-18	-33	-23	-12	-88	.	-36	24
BaF3 tox	7	8	7	4	3	-1	4	7
S1P4 ag	-4.8	3.6	3.6	-0.4	-1.2	-0.3	2.6	3.6
PERK inhibitor	-1.2	0.1	1.4	-0.2	0.7	0.4	-2.3	0.9
EP2 modulator	62*	-5	3	37	0	.	56	-15
TRPN1 ag	-0.8	-0.4	0.3	-0.9	-0.1	-1.0	-0.6	-0.7
S1P4 antag	9	-3	-7	-11	-12	-3	0	-16

[49] COc1ccc(N2CC(C(=O)NCc3ccccc3)CC2=O)cc1 (centres undefined)
[50] O=C(Nc1cccc(F)c1)c1cccnc1N1CCOCC1
[51] CCCc1cc(NCc2ccccn2)n2nc(C)c(-c3ccccc3)c2n1
[52] Cc1ccccc1C(=O)c1c[nH]c(C(=O)N2CCN(c3ccccc3F)CC2)c1
[53] Cc1cc(N2CCN(c3ccccc3)CC2)nc(-c2ccccc2O)n1
[54] CC1(C)CC2CC(C)(CN2C(=O)COC(=O)c2ccc(Cl)c(N)c2)C1 (centres undefined)
[55] COc1ccc(-n2nc3c(=O)[nH][nH]c3cc2=O)cc1
[56] Cc1nn(-c2ccccc2)c2[nH]c(=O)c(CNc3ccc4c(c3)OCCO4)cc12
[57] Cc1cc(C=O)c(C)n1-c1ccc(Cl)c(C(=O)O)c1
[58] Cc1[nH]nc(N=CC2=C(O)CC(C)(C)CC2=O)c1-c1ccc(Cl)cc1
Screen / compound no.	49	50	51	52	53	54	55	56	57	58
TRPML3 ag	3.4	0.7	-1.1	0.8	0.1	0.0	-0.4	0.1	0.4	0.5
Ba/F3 V617F tox	2	4	9	1	-3	1	-2	5	-3	-4
m-calpain inh	0	-8	-4	16	-243	-149	-2	-28	-20	-33
BaF3 tox	4	2	3	3	7	4	4	6	4	3
S1P4 ag	32*	0.7	2.4	1.9	2.9	2.2	-1.5	1.4	-1.8	0.1
PERK inhibitor	-0.6	-0.2	-1.4	-0.5	0.5	-0.8	1.7	-0.4	0.1	1.0
EP2 modulator	3	-8	-16	-72	0	0	10	-13	2	31
TRPN1 ag	1.7	0.9	-1.1	-2.3	0.1	0.1	-0.9	-0.5	-1.9	-0.3
S1P4 antag	-12	-18	-14	-16	1	-1	-6	2	-1	-19

# Assay outcomes (PubChem)
